KB-3-1 cytotox: kills parental KB-3-1 adenocarcinoma cells; AID 1347075; 1.4% of 400,000 active; KB-3-1 viability, CellTiter-Glo ATP luminescence, 72 h; Potency, µM (titrated, usually from 46.1 µM), for inactives: at the highest dose activity change, negative = cytotoxic, hits mostly cytotoxic; also: % is scaled to controls: 0 for no effect and ±100 for the full control effect; nearly all actives have a fitted effect of over 60% in size
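72 h, 37 °C compound treatment of KB-3-1 parental cells; CellTiter-Glo added, 10 min, luminescence read. Data corrected against DMSO-only plates and normalized before curve fitting.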
KB-V1 cytotox: kills drug-selected multidrug resistant KB-V1 cells. KB-V1 MDR cells viability, CellTiter-Glo, 72 h. Potency, µM (doses to about 46.1 µM), for inactives: top-dose activity change, negative = cytotoxicity, most hits filed as cytotoxic. 3.4% of 400,000 active; also: % is scaled to controls: 0 for no effect and ±100 for the full control effect; nearly all actives have a fitted effect of over 60% in size
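qHTS viability screen in drug-selected KB-V1 MDR cells: 72 h compound treatment at 37 degrees C, ATP luminescence end point.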
GLP-1R agonist: GLP-1 receptor (human) agonism. P43220. AID 624172. 0.007% of 380,000 active. Potency, µM (titrated, usually from 45.6 µM), without a hit: at the highest dose activation, most hits filed as activators. HEK293 GLP-1R CRE-luciferase, luminescence, 4-6 h; cells express a hypersensitive GLP-1R form; also: % of control where 0% means no effect
Target sequence (P43220 whole entry, looked up): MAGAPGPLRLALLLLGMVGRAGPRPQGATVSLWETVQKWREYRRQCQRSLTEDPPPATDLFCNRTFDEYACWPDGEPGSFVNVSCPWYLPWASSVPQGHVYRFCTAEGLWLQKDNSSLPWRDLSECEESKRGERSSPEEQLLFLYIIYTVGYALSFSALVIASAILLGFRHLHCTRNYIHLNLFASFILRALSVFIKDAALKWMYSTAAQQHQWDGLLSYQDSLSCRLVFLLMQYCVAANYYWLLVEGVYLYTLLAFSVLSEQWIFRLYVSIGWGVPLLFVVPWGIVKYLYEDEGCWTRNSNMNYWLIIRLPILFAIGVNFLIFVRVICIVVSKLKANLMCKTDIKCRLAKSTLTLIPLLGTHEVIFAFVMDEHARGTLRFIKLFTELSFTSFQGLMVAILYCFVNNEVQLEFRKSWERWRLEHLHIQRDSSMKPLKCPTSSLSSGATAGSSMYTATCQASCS
GLP1R cytotox: cytotoxic in the GLP-1 receptor inverse agonist counter-screen. AID 624418. 0.13% of 410,000 active. Potency, µM (top dose mostly 38.3 µM), without a hit: top-dose activity change, negative = inhibition, hits mostly inhibitors. HEK293 cAMP-luciferase reporter cells, luminescence, 24 h;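 also: loss of luciferase light is scored as toxicity; % is scaled to controls: 0 for no effect and ±100 for the full control effect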
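A 23 nL compound transfer followed 12 hours of cell culture at 37 deg C; exposure then lasted 24 hr. Luciferase assay detection reagent was dispensed and plates read for luminescence after a 12 min room-temperature wait.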
HT1080NT lethal: kills 2HG-producing HT-1080-NT fibrosarcoma cells; AID 686970; Potency, µM (titrated, usually from 46.1 µM), inactives show top-dose activity, negative = less viability, hits mostly cytotoxic; 1.6% of 360,000 active; HT-1080-NT fibrosarcoma viability, CellTiter-Glo ATP luminescence, 48 h;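 also: NT is the 2HG producing partner of a matched IDH1 knockdown line; 0% = DMSO-treated cells and -100% = media-only wells without cells; nearly all actives have a fitted effect of over 55% in size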
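Read-out is CellTiter-Glo luminescence after 10 minutes at room temperature, following 48 hours' compound treatment of HT-1080-NT cells (750 cells/well, RPMI, 5% FBS, 37 degrees C).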
GLP-1R inv ag: acts as inverse agonist at human GLP-1 receptor. P43220. HEK293 GLP-1R CRE-luciferase, luminescence, 24 h; GLP-1R form is constitutively active. Potency, µM (top dose mostly 38.3 µM), inactives show at the highest dose activity change, negative = inhibition, usual class: inhibitors. 1.6% of 410,000 active. AID 624417; also: % is scaled to controls: 0 for no effect and ±100 for the full control effect; nearly all actives have a fitted effect of over 55% in size
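Inverse agonists were sought by their lowering of basal cAMP reporter luciferase output in HEK293 cells stably carrying constitutively active human GLP-1R, after 24 h compound treatment.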
HT1080 IDH1KD tx: HT-1080 IDH1 knockdown cell toxicity (counter line); HT-1080 IDH1 knockdown viability, ATP luminescence, 48 h; Potency, µM (top dose mostly 46.1 µM), inactives show top-dose activity, negative = toxicity, hits mostly cytotoxic; 2% of 360,000 active;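 also: 0% = DMSO wells and -100% = cell-free medium wells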
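HT-1080-IDH1KD cells (IDH1 knocked down), 750/well in RPMI with 5% FBS, treated with compound 48 h at 37 degrees C. Viability by CellTiter-Glo luminescence, normalised to DMSO and no-cell wells; concentration-response curves classed.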
SW480 rereplic: DNA re-replication induction in SW480 cells; Potency, µM (doses to about 46.1 µM), without a hit: at the highest dose re-replication activation, actives largely listed as activators; SW480 DNA re-replication, Hoechst DNA content imaging, 48 h; 1.8% of 340,000 active; also: % of control where 0% means no effect; nearly all actives have a fitted effect of over 55% in size
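250 cells/well; 23 nL cpd via pin tool; 48 hr, 37 C, 5% CO2; Hoechst 40 min; imager read of total nuclear intensity, ex 405/em 500-530 nm.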
TDP-43 yeast inh: TDP-43 toxicity inhibition in yeast | Potency, µM (highest dose often 46.1 µM), inactives show top-dose growth rescue (activation), most hits filed as activators | TDP-43 expressing yeast growth rescue, BacTiter-Glo, 24 h | 1.8% of 410,000 active; also: % of control where 0% means no effect; nearly all actives have a fitted effect of over 50% in size
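Growth rescue of TDP-43-toxic yeast measured as ATP luminescence (BacTiter-Glo). Cells grown to mid-log in raffinose, induced in galactose at OD600=0.02, exposed to compound 24 hr at 30 deg C.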
Starred values were filed as active, the others as inactive; u = inconclusive; x = no result given; & = joins results of further samples; [ ] = dose if it differs, or a comment. Calls follow the shape of the dose curve; as a rule, active = well fitted curve in the direction sought with a large enough effect; inconclusive = small, poorly fitted or top-dose-only effect, or another doubt; inactive = no such curve, though single readings can be large; an effect the other way counts as inactive or inconclusive. Potency is read from the fitted curve at half-maximal effect.

SMILES | KB-3-1 cytotox | KB-V1 cytotox | GLP-1R agonist | GLP1R cytotox | HT1080NT lethal | GLP-1R inv ag | HT1080 IDH1KD tx | SW480 rereplic | TDP-43 yeast inh
COc1ccc(OC)c(/C=C/C(=O)OCC(=O)N2C(C)CCCC2C)c1 (configuration not stated) | x | x | 19% | 24% | -5% | u | 9% | 2% | u
O=C1NC2(CCCCC2)N(C(=O)c2ccccc2)C2=C1CCCC2 | -5% | -15% | -1% | -17% | 4% | -15% | -2% | -15% | -7%
Cc1nc2nc(SCC(=O)O)nn2c(C)c1Cc1ccccc1Cl | 7% | 13% | -7% | 4% | 3% | 7% | -5% | -84%[inhibitor] | 23%
COc1ccccc1-n1c(SCC(=O)N2CCCCC2)nc2cccnc21 | 5% | -6% | -1% | -18% | 3% | -1% | 4% | 7% | -5%
Oc1ccc(NCc2ccc(OCc3ccccc3)cc2)cc1 | u | -1%&6% | 24% | u | 23µM* | 135%&28%[activator] | u | u | 16µM*
CCOC(=O)N1CCN(C(=O)c2cc(COc3cccc(C(F)(F)F)c3)on2)CC1 | x | x | 0% | 6% | 2% | u | 2% | -1% | 10µM*
CCCCCNc1nc(NCCCO)c(C#N)c2c1CN(C)CC2 | 27% | u | 8% | 124%[activator] | -12% | u | 0% | -2% | 10%
O=C(CC1Sc2ccccc2NC1=O)Nc1cccc(C(=O)O)c1 (configuration not stated) | 18% | 20% | -6% | 2% | 17% | 8% | 16% | -21% | 17%
Cc1ccc(C(=O)N/C(=C/c2ccccc2)C(=O)NC(Cc2ccccc2)C(=O)O)cc1 (configuration not stated) | 15% | u | -4% | -15% | 23% | 11% | 30% | -1% | -5%
Oc1cc(O)c2c(c1)O[C@H](c1ccc(O)c(O)c1)[C@@H](O)C2 | 0% | 8% | -1% | 2% | 19% | 0% | -2% | -25% | 12%
CCCCCSc1nc2sc3c(c2c(=O)n1-c1ccc(OC)cc1)CCN(C(C)=O)C3 | u | 20% | 7% | 3% | x | -13% | x | x | -1%
Cc1ccc(NC(=O)c2ccc(S(=O)(=O)NCc3cccnc3)cc2)c(C)c1 | -15% | -26% | 3% | -1% | 2% | 11% | 6% | -4% | -4%
CCOC(=O)N1CCN(C(=O)C2CCN(S(=O)(=O)c3cc(C)ccc3OC)CC2)CC1 | 8% | 3% | 8% | 0% | 1% | 4% | -9% | -12% | -16%
O=C(c1ccncc1)N(c1ccc2oc3c(c2c1)CCCC3)S(=O)(=O)c1cccc([N+](=O)[O-])c1 | 0% | -10% | -20% | -3% | u | 10% | u | 0% | u
COc1ccc(/C=C(/NC(=O)c2ccco2)C(=O)N2CCCCCC2)cc1OC | 11% | u | -1% | 1% | 9% | 12% | 23% | u | 0%
O=C1C=C(c2ccc(O)cc2)C[C@@H](c2ccc(Cl)cc2)C1 | -8% | 6% | 13% | -14% | -9% | u | -18% | -3%[9.22 µM] | u
Cn1nc(C(F)(F)F)cc1-c1ccc(S(N)(=O)=O)s1 | 5% | 9% | 5% | 17% | 23% | 32%[activator] | 13% | 12% | -19%
CCOC(=O)c1cnc2ccc(C)cc2c1Sc1ccccc1C(=O)OC | u | u | 1% | -17% | -28% | u | u | 4% | 20%
CCCCn1c(N)c(N(CCC(C)C)C(=O)C2=NN(c3cc(C)ccc3C)C(=O)CC2)c(=O)[nH]c1=O | 17% | -19% | -6% | 13% | 11% | 10% | 14% | 1% | 15%
CCCOc1ccc(/C=C/C(=O)NC2CCCCC2)cc1 | -2% | 0% | 20% | -3% | 11% | -34% | 11% | 5% | u

Record cards (already shown). Screens in order: KB-3-1 cytotox | KB-V1 cytotox | GLP-1R agonist | GLP1R cytotox | HT1080NT lethal | GLP-1R inv ag | HT1080 IDH1KD tx | SW480 rereplic | TDP-43 yeast inh
CCOC(=O)N1CCN(C(=O)C2CCN(S(=O)(=O)c3cc(C)ccc3OC)CC2)CC1 across the screens: 8% | 3% | 8% | 0% | 1% | 4% | -9% | -12% | -16%
Cn1nc(C(F)(F)F)cc1-c1ccc(S(N)(=O)=O)s1 across the screens: 5% | 9% | 5% | 17% | 23% | 32%[activator] | 13% | 12% | -19%
COc1ccccc1-n1c(SCC(=O)N2CCCCC2)nc2cccnc21 across the screens: 5% | -6% | -1% | -18% | 3% | -1% | 4% | 7% | -5%

Further structures
SMILES | KB-3-1 cytotox | KB-V1 cytotox | GLP-1R agonist | GLP1R cytotox | HT1080NT lethal | GLP-1R inv ag | HT1080 IDH1KD tx | SW480 rereplic | TDP-43 yeast inh
O=C1CN(C(=O)CSc2nnc(Nc3ccccc3)s2)c2ccccc2N1 | 6% | 7% | 6% | 4% | -1% | 1% | 1% | 4% | 11%
CCOc1ccc(-n2c(=O)c3c(C)c(C)sc3n(CC(=O)N(CC)Cc3ccccc3)c2=O)cc1 | 2% | 5% | x | 5% | x | 6% | x | x | 13%
Cc1cc(S(=O)(=O)Nc2ccc(C(=O)NCCCN3CCCC3=O)cc2)ccc1F | 0% | 13% | -19% | -5% | 1% | 11% | -5% | -1% | -8%
CSc1nc(C)[nH]c(=O)c1C#N | 2% | 4% | 6% | 6% | 5% | 5% | 1% | 0% | 2%
CCOC(=O)C1(CCc2ccccc2)CCN(C(=O)c2cccc(C)n2)CC1 | 3% | -9% | 20% | 2% | -8% | -23% | 0% | 10% | 8%
COc1cc(C(=O)NNC(=O)/C=C/c2ccco2)cc(OC)c1OC | 7% | -11% | -4% | 1% | -2% | 32%[activator] | 26% | -3% | 16%
C[C@H](CO)N1C[C@H](C)[C@H](CN(C)C(=O)Nc2ccc(F)cc2)Oc2c(NC(=O)c3ccc(-c4nccs4)cc3)cccc2C1=O | 5% | 19% | -1% | 7% | -11% | -5% | 0% | 4%[9.22 µM] | 8%
COc1ccc(-c2nc3c4c(ncn3n2)-c2ccccc2CC42CCCC2)cc1 | 1% | -2% | 0% | 5% | u | 8% | 12% | -1% | 9%
COc1ccc(CCNc2ncnc3c2cnn3-c2cc(Cl)ccc2C)cc1 | -26% | u | x | -28% | x | u | x | x | 20µM*
O=C1NCCc2cc3c(cc21)OCO3 | 14% | 15% | -10% | 1% | 11% | 7% | 14% | -12% | -6%
Cc1oc(-c2cccc(Cl)c2)[n+]([O-])c1C | -11% | 8% | -7% | -8% | 0% | 7% | 1% | 2% | -11%
CCCCCCn1c(NCC)nc2c1c(=O)n(C)c(=O)n2C | u | u | 9% | -8% | -23% | -39% | -18% | -1% | 4%
CCC1NC(=O)c2cccnc2-n2c1nc1ccc(C)cc1c2=O (configuration not stated) | -15% | -15% | 7% | -13% | 16% | -5% | 5% | x | 24%
Cc1nc2ccccc2c(=O)n1NC(=O)COc1ccccc1 | 15% | -15% | -4% | -2% | 10% | 6% | 1% | -4% | -1%
Cc1nn(Cc2ccc([N+](=O)[O-])cc2)c(=O)n1-c1ccccc1Cl | -4% | u | 11% | u | 4% | -2% | -2% | 29% | u
Cn1ccnc1Sc1ccc(C(N)=O)cc1[N+](=O)[O-] | -7% | 2% | 4% | 0% | 11% | 9% | 15% | -6% | 18%[9.22 µM]
OC(CNCC1CCCCC1)COc1ccccc1 (configuration not stated) | -5% | -13% | 1% | -1% | 5% | -13% | -2% | -4% | 9%
CCN(Cc1ccncc1)C(=O)c1cc(COc2c(F)cccc2F)on1 | -5% | u | 9% | 0% | 21% | 7% | 3% | -6% | 20%
CC1(C)Cc2nc3sc4c(SCC(=O)NCc5ccco5)ncnc4c3cc2CO1 | 4.6µM* | u | -8% | u | u | u | 2.6µM* | 3.3µM* | 18%
CC(NC(=O)NC1CCCCC1)C(c1cccs1)N1CCN(Cc2ccccc2)CC1 (configuration not stated) | -15% | 3% | -10% | -29% | 5% | u | 2% | -1% | 18%
CCOc1cc(-c2nc(-c3ccc(-c4ccc(C)cc4)nc3OC)no2)cc(OCC)c1OCC | 5% | 8% | x | 0% | x | 2% | x | x | 18%
COc1cc(NC(=O)c2c(F)cccc2F)c(Cl)cc1Cl | 4% | -14% | 7% | 8% | -9% | 12% | -18% | 1% | -2%
Cc1ccccc1N1C(=O)C(Cl)=C(N2CCN(c3ccccc3)CC2)C1=O | 2% | 21% | -9% | -7% | 20% | 3% | 17% | -3% | u
CCOC(=O)C1OC1(c1ccccc1)c1ccccc1 (configuration not stated) | -19% | -10% | -3% | -7% | -1% | u | 0% | 1% | -9%
COc1ccc(C(C)(NC(C)=O)c2nc(-c3cccc(NC(C)=O)c3)cs2)cc1 (configuration not stated) | 0% | 3% | 6% | 1% | 23% | 14% | 10% | x | 11%
CCn1c(=O)n(CC(=O)NC2CCCC(C)C2C)c(=O)c2ccccc21 (configuration not stated) | 0% | -7% | 2% | -5% | 12% | -22% | -2% | -1% | 1%
CCC(=O)N(Cc1cc2ccccc2[nH]c1=O)c1ccc(OC)cc1 | 18% | u | 3% | 14% | 15% | 11% | 9% | -2% | 3%
O=C(C1CCN(S(=O)(=O)c2cccc3nonc23)CC1)N1CCN(c2ccc(F)cc2)CC1 | -1% | -4% | -2% | -5% | x | -15% | x | x | u
NC(=O)CNC(=O)[C@@H]1CC2(CC(c3cccc([N+](=O)[O-])c3)=NO2)CN1C(=O)c1ccccc1 (some centres not stated) | 22% | -1% | 11% | 8% | 11% | 19% | 9% | -3% | 25%
CC(=O)NC(CC(=O)OCC(=O)NCCc1ccccc1)c1ccccc1 (configuration not stated) | -8% | 6% | -5% | 3% | 2% | 8% | 1% | -1% | 6%
O=C(NC1CCSc2ccccc21)c1ccccc1F (configuration not stated) | -1% | -19% | -6% | 10% | 1% | -27% | -1% | 4% | u
CCOC(=O)Nc1ccc(S(=O)(=O)NC2CCCCC2)cc1 | 0% | u | 31% | -2% | -18% | -10% | -25% | 20% | -1%
CC(NC(=O)CN(C)CC(=O)Nc1ccc(Cl)c(C(F)(F)F)c1)c1ccccc1 (configuration not stated) | -8% | u | -4% | 6% | 2% | 10µM* | 1% | 7% | 23%
O=C(NCC(=O)N(CCN1CCOCC1)C(C(=O)NC1CCCC1)c1ccccc1)c1cccs1 (configuration not stated) | 8% | 8% | -6% | -4% | 4% | 41%[activator] | -1% | -6% | -18%
